Screens (PubChem BioAssay)
S2 tox: reduces viability in counter-screen for ATXN expression inhibitors. actives 0.49% (n = 400,000). S2 cells (HEK-293 line with an ATXN2-luciferase reporter) viability, CellTiter-Fluor protease fluorescence, 24 h. Potency, µM (titrated, usually from 56.7 µM), actives largely listed as cytotoxic; note: potency is the fitted concentration of half-maximal effect; nearly all actives have a fitted effect of over 40% in size
Nrf2 ARE act: activates Nrf2 signaling. AREc32 ARE-luciferase reporter (MCF7-derived line), luminescence, 24 h. Potency, µM (doses to about 46.1 µM), for inactives: at the highest dose activation, most hits filed as activators. actives 0.31% (n = 410,000). AID 624171; note: potency is the fitted concentration of half-maximal effect; % of control where 0% means no effect; nearly all actives have a fitted effect of over 65% in size
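ARE-driven firefly luciferase activity in AREc32 cells measured after a 24 hr compound exposure at 37 deg C, using Steady-Glo reagent and a 30 min room-temperature hold.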
CCT chaperon mod: modulators of cytosolic chaperonin (CCT/TRiC) activity | actives 0.3% (n = 360,000) | purified chaperonin ATPase assay, HTRF ADP detection, 30 min | activity change, % (no concentration beside the values), hits read low; in the data active = activity change below about -30%; note: % is set by controls: 0 for no effect and ±100 for the full control effect
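TRiC (40 or 20 nM final, by batch activity) in 30 mM Tris pH 7.4, 100 mM KCl, 5 mM MgCl2, 1 mM DTT was treated with compound at 76 uM single dose, then 10 uM ATP, 30 min at 37 °C. ADP was read by HTRF Transcreener.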
Mm-Cpn inhibitor: inhibitors of Methanococcus maripaludis chaperonin (MmCpn). purified Mm-Cpn ATPase, ADP Transcreener TR-FRET. Potency, µM (highest dose often 76.9 µM), inactives show at the highest dose activity, negative = inhibition, hits mostly inhibitors. actives 0.031% (n = 330,000); note: potency is the fitted concentration of half-maximal effect; % is set by controls: 0 for no effect and ±100 for the full control effect; nearly all actives have a fitted effect of over 80% in size
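Eu-cryptate anti-ADP/ADP-d2 competition gives a ratio inversely related to ADP. Enzyme at 25 nM was pre-exposed to compound for 10 min, then given 10 uM ATP for 30 min, 37°C throughout.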
HepG2 viability: counter-screen for TGF-b inhibitors: cytotoxicity in HepG2 cells | AID 588856 | Potency, µM (titrated, usually from 46.1 µM), for the others: at the top dose activity change, negative = cytotoxicity, hits mostly cytotoxic | actives 0.76% (n = 410,000) | HepG2 CAGA-GFP viability, ATP luminescence, 18 h; note: potency is the fitted concentration of half-maximal effect; some results filed as inactive show a strong effect at the top dose
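HepG2 CAGA-GFP cells (1000/well, DMEM with 1% FBS) received compound, then TGF-beta at 500 pg/mL final, and were incubated 18 hours at 37 degrees C. Viability was read by CellTiter-Glo luminescence. Media-only wells were set as complete cell-killing and DMSO as no toxicity.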
TGFb SMAD3 inh: blocks TGF-b signaling; HepG2 CAGA-GFP TGF-b/SMAD3 reporter, GFP fluorescence, 18 h; TGF-beta stimulated, 500 pg/mL final; Potency, µM (doses to about 46.1 µM), for the others: top-dose activity, negative = inhibition, hits mostly inhibitors; actives 1.2% (n = 410,000); AID 588855; note: potency is the fitted concentration of half-maximal effect; % is set by controls: 0 for no effect and ±100 for the full control effect; nearly all actives have a fitted effect of over 65% in size
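GFP signal (ex488/em500-530) from TGF-beta-stimulated HEPG2 CAGA-GFP cells, 500 pg/mL final, 18 h at 37 degrees C in DMEM plus 1% FBS, normalized to unstimulated and DMSO-stimulated controls.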
Nrf2 inh: Nrf2 pathway inhibition; A549 ARE-Fluc reporter, luciferase luminescence, 18-24 h; Potency, µM (highest dose often 46 µM), for the others: top-dose activity change, negative = inhibition, usual class: inhibitors; actives 2.1% (n = 360,000); note: potency is the fitted concentration of half-maximal effect; % is set by controls: 0 for no effect and ±100 for the full control effect; nearly all actives have a fitted effect of over 60% in size
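Reporter: ARE-Fluc in A549. Exposure: 18-24 h, 37 °C, 5% CO2, 5% FBS OPTI-MEM. Readouts: fluorescent cytotoxicity (CellTiter-Fluor), then luminescent Nrf2 signal after BugLite.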
Akt phos inh: inhibitors of Akt phosphorylation. Neuro2A IGF-stimulated pAkt S473 HTRF, 20 min; stronger effect = lower value. activity change, % for hits at 50 µM. actives 0.32% (n = 360,000). AID 651550; in the data active = activity change below about -80%; inconclusive = mostly about -51% to -80%; note: % is set by controls: 0 for no effect and ±100 for the full control effect
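Neuro2A cells (4,500/well, DMEM with 0.5% FBS) were treated with compound at a single 50 µM final concentration, stimulated with 6 nM IGF for 20 min at 37 °C, and lysed. Phospho-Akt Ser473 was read by HTRF as 665/615 ratio ×10^4.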
A549 viability: kills or reduces viability of A549 cells in Nrf2 counter-screen | A549 ARE-Fluc cells, CellTiter-Fluor viability, 18-24 h | Potency, µM (series often up to 46 µM), inactives show top-dose activity change, negative = cytotoxicity, usual class: inhibitors | actives 0.16% (n = 390,000) | AID 504648; note: potency is the fitted concentration of half-maximal effect; % is set by controls: 0 for no effect and ±100 for the full control effect
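A549 ARE_Fluc cells in 5% FBS OPTI-MEM were exposed to compounds in concentration-response for 18-24 h at 37 deg C. Viability was read by CellTiter-Fluor fluorescence (Ex 405/Em 525) after 30 min, before the luciferase read.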
The depositor's hits bear a star; i = inactive; ? = inconclusive; . = not tested or not shown; & = joins results of further samples; [ ] = remark or other dose. Unless noted, calls come from the whole dose curve; as a rule, active = well fitted curve in the direction sought with a large enough effect; inconclusive = small, poorly fitted or top-dose-only effect, or another doubt; inactive = no such curve, though single readings can be large; an effect the other way counts as inactive or inconclusive. Rows were taken by chance; 4.4% or so of the library scored in one or more.

SMILES	S2 tox	Nrf2 ARE act	CCT chaperon mod	Mm-Cpn inhibitor	HepG2 viability	TGFb SMAD3 inh	Nrf2 inh	Akt phos inh	A549 viability
CC1CC(C)CN(CC(=O)NC(c2ccccc2)c2ccccc2)C1 (centres undefined)	?	4.3%	-2.4	1.2%	-37.7%	?	0.3%	i	-0.4%
COCCNC(=O)CC(=O)N/N=C/c1ccc(C(=O)OC)cc1	i	-0.6%	-1.5	2.1%	22.1%	0.2%	2.3%	i	3.2%
COc1ccccc1CNC(=O)c1ccc(Cl)c(S(=O)(=O)N2CCCC2)c1	i	-0.4%	1.0	-0.5%	-27.4%	-6.6%	?	i	0.7%
COc1ccccc1C(=O)NCC(=O)OCC(=O)Nc1cccc(S(=O)(=O)N2CCCCCC2)c1	i	-0.3%	-1.1	3.8%	-29.1%	7.5%	-2.4%	i	0.2%
COc1ccc(-c2coc3c2c(C)cc2oc(=O)c(CC(=O)O)c(C)c23)cc1	i	3.8%	.	.	-9.6%	-5.3%	20.6%	.	-1.0%
COc1ccccc1NC(=O)N(CCN(C)C)Cc1cc2cc(C)ccc2[nH]c1=O	i	-0.2%	-0.6	0.6%	-1.9%	-7.5%	4.4%	i	-0.4%
COc1cccc2cc(C(=O)OCC(=O)NC3CCCC(C)C3C)c(=O)oc12 (centres undefined)	i	?	-1.2	1.5%	-29.9%	10.7%	0.2%	i	-6.1%
Cn1cc(CN2CCC(C(=O)N3CCCC3)CC2)c(-c2ccccc2F)n1	i	-0.1%	1.6	-0.5%	0.7%	1.3%	0.0%	i	4.6%
COc1ccc(N(C(=O)c2ccco2)S(=O)(=O)c2cccc([N+](=O)[O-])c2)cc1	i	-0.7%	2.3	-9.3%	5.6%	6.6%	.	.	3.5%
O=C1c2ccccc2C(=O)N1CCCCc1cn(C[C@H]2CC[C@@H]([C@@H]3CC[C@H](Cn4cc(CCCCN5C(=O)c6ccccc6C5=O)nn4)O3)O2)nn1	?	-1.0%	0.4	-1.7%	-3.8%	?	-29.1%	i	-10.0%
Cn1c(-c2ccccc2)cnc1N	i	3.0%	1.4	1.3%	-20.5%	-9.2%	?	i	-0.3%
CCOC(=O)N1CCN(Cc2nc3cc(NC(C)=O)ccc3n2CC)CC1	i	3.2%	0.0	-0.1%	4.0%	5.2%	2.9%	i	6.8%
OCCCN1CCN(CCOc2ccccc2-c2ccccc2)CC1	i	0.1%	-1.8	1.2%	-20.7%	1.0%	2.9%	i	-4.1%
Cc1cc(C)n2[nH]c(=O)c(N=Nc3cccc(C(F)(F)F)c3)c2n1	?	3.3%	0.9	0.0%	-21.1%	-28.6%	?	i	?
C/C(NC1CCCC1)=C(/C#N)C(N)=O	i	-0.1%	-1.1	-1.5%	9.8%	23.4%	-26.8%	i	-15.0%
COCCN1CCN(Cc2ccc(C(=O)NC(C)C)cc2)C(=O)C1=O	i	-0.8%	.	.	-0.1%	0.8%	.	.	0.7%
CC1=C(n2nnc3ccccc32)C(c2ccccc2)C(C#N)=C(N)O1 (centres undefined)	i	3.1%	-0.6	0.9%	-16.2%	2.4%	-17.5%	i	7.9%
CCN1CCN(c2nc(Nc3cc(OC)ccc3OC)nc(Nc3cc(OC)ccc3OC)n2)CC1	.	2.1%	-3.5	0.8%	-0.6%	3.6%	-0.6%	i	7.9%
O=c1ccc2cc([N+](=O)[O-])c(CCO)cc2o1	i	0.1%	-2.0	2.9%	-0.2%	-13.2%	5.4%	i	-17.0%
CCN(CC)CCCC(C)Nc1nccc2c(Cl)cccc12 (centres undefined)	i	4.2%	2.2	.	-40.5%	?	2.3%	i	?
CCn1c2ccccc2c2cc(/C=N/NC(=O)c3ccncc3)ccc21	?	3.2%	-1.1	-0.9%	-33.5%	8.91µM*	-15.9%	i	-11.3%
CCCCCCn1cc(C(=O)O)c(=O)c2cc(F)c(N3CCN(C(=O)OCC)CC3)cc21	i	0.5%	-2.0	-1.5%	18.3%	16.1%	1.8%	i	0.3%
Cc1ccc(CNC(=O)C2CCN(S(=O)(=O)c3cccc4nonc34)CC2)cc1	i	-0.1%&-0.1%	0.8	1.9%	-8.2%&1.1%	9.0%&-11.1%	10.1%&7.7%	i	1.2%&-1.2%
Cn1cc(C(=O)C(=O)NC2CC2)c2ccccc21	?	-0.5%	-4.7	.	-11.4%	-6.9%	-8.1%	i	1.3%
O=C(Cc1cccc2ccccc12)NCCOc1ccccc1F	i	1.3%	-22.9	-4.9%	-1.1%	-17.8%	-11.8%	i	-0.5%
Cc1cccc2cc(C#N)c(SCC(=O)NNC(=O)Cc3ccccc3)nc12	?	-0.8%	3.2	0.5%	-1.2%	-11.4%	?	i	?
CCc1nc(SCC(=O)Nc2ccc(NC(C)=O)cc2)n[nH]1	i	-0.2%	.	.	-4.8%	0.9%	7.0%	.	-0.9%
CNC(=O)c1[nH]cnc1C(=O)N[C@@H](Cc1ccccc1)C(=O)OC(C)(C)C	i	0.4%	-4.1	.	-8.5%	-5.7%	-13.1%	i	7.9%
CC(C)CC(=O)CN1C(=O)C2(OCCO2)c2ccccc21	i	1.0%	0.0	0.8%	3.5%	-4.5%	4.8%	i	13.0%
CCn1ncc(/C=N/O)c1C	i	0.4%	-5.8	-0.3%	9.4%	10.4%	.	i	3.8%
O=C(CN1C(=O)NC2(CCCCCC2)C1=O)NCc1ccccc1	i	-0.1%	-2.4	-1.2%	-3.4%	2.8%	-3.8%	i	1.2%
CC(Sc1nnc(-c2ccc(O)cc2)o1)C(=O)Nc1cccc2ccccc12 (centres undefined)	i	2.5%	-2.9	0.8%	-1.6%	?	0.4%	i	0.7%
Cn1c(NCC(O)CO)nc2c1c(=O)n(Cc1ccc(Cl)c(Cl)c1)c(=O)n2C (centres undefined)	i	0.7%	-0.2	-0.4%	4.0%	3.1%	.	i	-1.5%
CCn1c(SCC(=O)N2CCCC(C)C2)nnc1-c1ccco1 (centres undefined)	i	2.6%	-0.4	0.0%	-11.4%	-15.2%	6.1%	i	-0.9%
O=C(N/N=C\c1c(O)ccc2ccccc12)c1cncc(Br)c1	.	-0.5%	0.9	-1.7%	-13.6%	53.1%[activator]	-14.4%	i	-4.3%
CCOc1nc(-c2ccccc2)c2cc(Br)ccc2n1	i	0.6%	-16.3	0.6%	3.1%	0.0%	10.0%	i	-1.6%
O=C(CN1CCCN(Cc2ccc(F)cc2Cl)C1=O)NC1CCCC1	i	-0.7%	-2.6	-0.5%	-56.0%	-11.7%	9.5%	i	3.0%
CCOCCn1c(CC)nc2ccccc21	i	-0.6%	1.7	0.3%	-6.4%	-4.4%	-8.0%	i	6.5%
O=C(CNCC(=O)Nc1ccc(F)c(F)c1F)Nc1ccc(F)c(F)c1F	i	0.1%	0.1	1.1%	6.8%	-2.1%	11.5%	i	7.3%
COCCn1c(SCC(=O)Nc2ccccc2C)nc2c(oc3ccccc32)c1=O	?	-0.7%	-21.5	1.4%	-21.8%	?	-1.5%	i	2.7%
COc1ccc(CNC(=O)CCS(=O)(=O)c2ccc(Br)cc2)cc1	i	0.7%	2.2	1.0%	8.6%	3.8%	2.1%	i	1.2%
FC(F)(F)c1nnc2c3ccccc3c(Cl)nn12	?	5.8%	-1.7	0.8%	-2.8%	-7.5%	1.6%	i	8.9%
Cc1cc(S(=O)(=O)Nc2ccccc2C)ccc1F	i	3.0%	0.0	0.6%	-43.9%	0.0%	-3.7%	i	-5.9%
COC(=O)NCC(C)OC(=O)Nc1ccc(Cl)cc1 (centres undefined)	i	2.3%	0.5	0.9%	-5.2%	-2.2%	?	i	8.2%
Cc1cccc(C)c1NC(=O)C1c2ccccc2OCC(=O)N1Cc1ccccc1 (centres undefined)	i	-0.2%	0.8	.	.	.	.	i	.
COc1ccc(Cl)cc1-c1cc(C(=O)NCc2cccs2)[nH]n1	i	17.4%	-0.1	.	-3.7%	-0.6%	.	.	.

Not a retest: entries from further up.
SMILES	S2 tox	Nrf2 ARE act	CCT chaperon mod	Mm-Cpn inhibitor	HepG2 viability	TGFb SMAD3 inh	Nrf2 inh	Akt phos inh	A549 viability
O=C(CN1CCCN(Cc2ccc(F)cc2Cl)C1=O)NC1CCCC1	i	-0.7%	-2.6	-0.5%	-56.0%	-11.7%	9.5%	i	3.0%
CCOCCn1c(CC)nc2ccccc21	i	-0.6%	1.7	0.3%	-6.4%	-4.4%	-8.0%	i	6.5%
O=C(CNCC(=O)Nc1ccc(F)c(F)c1F)Nc1ccc(F)c(F)c1F	i	0.1%	0.1	1.1%	6.8%	-2.1%	11.5%	i	7.3%
COCCn1c(SCC(=O)Nc2ccccc2C)nc2c(oc3ccccc32)c1=O	?	-0.7%	-21.5	1.4%	-21.8%	?	-1.5%	i	2.7%
COc1ccc(CNC(=O)CCS(=O)(=O)c2ccc(Br)cc2)cc1	i	0.7%	2.2	1.0%	8.6%	3.8%	2.1%	i	1.2%
FC(F)(F)c1nnc2c3ccccc3c(Cl)nn12	?	5.8%	-1.7	0.8%	-2.8%	-7.5%	1.6%	i	8.9%
